Screens from PubChem.
NALP3 yeast inh: blocks the NALP3 inflammasome reconstituted in yeast; AID 2825; actives 0.39% (n = 330,000); Yeast reconstituted NLRP3/ASC/caspase-1, beta-gal luminescence, 24 h; inhibition, % at 10 µM;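 active means inhibition of 50% or more; inactive means inhibition below 50%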;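 further: plate controls were induced DMSO wells for no effect and uninduced yeast grown without galactose for full effect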
UPR XBP1 act: activators of adaptive arm of unfolded protein response (XBP1); CHO-XBP1 luciferase reporter, IRE1-XBP1 UPR activation, luminescence; percent of tunicamycin response, DMSO as zero; activation, % at 20 µM; actives 0.33% (n = 330,000); AID 463104;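 active means versus positive control, 20 µM dose yields 30% or more activation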;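 further: 100% = tunicamycin at 10 µg/mL and 0% = DMSO only wells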
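assay system = CHO-XBP1 luciferase reporter cells | amount = 1000 cells/well | buffer or medium = F12 plus 10% FBS | compound dosing = single point, 20 µM final compound, 1% DMSO | incubation = 16-18 h cell attachment at 37 °C, then 6 h compound exposure | detection = Steady-Glo luminescence read | controls = tunicamycin 10 µg/mL and vehicle-only wells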
Mdm2-MdmX inh: inhibitors of human Mdm2/MdmX interaction; O15151+Q00987; SaOS-2 split-luciferase Mdm2/MdmX complementation, luminescence; inhibition, % at 8 µM; actives 3% (n = 330,000); AID 485346;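 active means inhibition of at least 50% at 8 µM in the primary screen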
TIM10 inh: inhibits growth of TIM10 yeast strain; S. cerevisiae TIM10 strain growth, BacTiter-Glo luminescence, 24 h; inhibition, % at 10 µM; actives 1.4% (n = 330,000);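 active means inhibition of 40% or more at the single tested concentration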;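 further: wild-type TIM10 isogenic control strain grown at permissive 25 °C; 0% = DMSO yeast wells and 100% = minimal medium wells without yeast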
UPR CHOP act: activators of apoptotic arm of unfolded protein response (CHOP). AID 449763. actives 0.34% (n = 330,000). activation, % at 10 µM. CHO-CHOP luciferase reporter, UPR activation, luminescence; percent of tunicamycin response over DMSO baseline;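 active means at 10 µM dose, activation of 40% or more, normalized to positive control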;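 further: 100% = tunicamycin at 10 µg/mL and 0% = DMSO alone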
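Evaluation: % reporter activation, DMSO baseline versus tunicamycin full activation; System: CHO-CHOP luciferase reporter cell line; Input: 500 cells/well; Incubation: 6 h compound treatment, 37 °C; Measured by: Steady-Glo luciferase luminescence; Dosing: one dose, 10 µM in 0.5% DMSO; Buffer or medium: F12 medium, 10% FBS; Benchmarks: positive tunicamycin 10 µg/mL, negative DMSO alone.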
tim10-1 inh: inhibits growth of tim10-1 mutant yeast | S. cerevisiae tim10-1 ts strain growth, BacTiter-Glo, 24 h | inhibition, % at 20 µM | actives 2.2% (n = 330,000) | AID 463190;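 active means inhibition of at least 40%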;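 further: mutant grown at 25 °C; 0% = DMSO wells with yeast and 100% = wells holding no yeast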
GRIN3A LBD mod: modulates the human NR3A ligand-binding domain. actives 2.5% (n = 340,000). NR3A LBD differential scanning fluorimetry, Tm shift; 0% = protein alone, 100% = glycine-bound protein. AID 1259313. Tm shift relative to glycine control, % at 25 µM;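 active means melting temperature shift of at least 10% of the positive control shift, at one fixed dose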
APJ agonist: activates the human apelin receptor APJ; activation, % at 20 µM; actives 0.11% (n = 330,000); P35414; CHO-K1 APJ PathHunter beta-arrestin, luminescence; 0% DMSO wells, 100% apelin;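 active means activation more than six SD over the plate average, tested at 20 µM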;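 further: 0% = DMSO alone and 100% = apelin-13 at 10 nM; some results filed as inactive read as strong as hits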
Target sequence (P35414 whole entry, looked up): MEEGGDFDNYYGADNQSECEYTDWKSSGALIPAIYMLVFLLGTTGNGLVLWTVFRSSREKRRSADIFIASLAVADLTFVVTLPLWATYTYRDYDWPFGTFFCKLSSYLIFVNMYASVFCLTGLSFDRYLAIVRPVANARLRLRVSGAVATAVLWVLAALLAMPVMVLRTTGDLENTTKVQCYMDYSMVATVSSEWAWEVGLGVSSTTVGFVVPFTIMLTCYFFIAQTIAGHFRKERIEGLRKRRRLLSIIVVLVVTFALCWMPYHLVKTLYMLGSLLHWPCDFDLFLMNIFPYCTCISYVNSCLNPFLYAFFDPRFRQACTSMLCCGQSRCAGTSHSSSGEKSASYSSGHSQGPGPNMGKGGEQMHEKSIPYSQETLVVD
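Assay system: engineered CHO-K1 APJ arrestin reporter cells; Amount: 1000 CHO-K1 reporter cells seeded per well; Dosing: one dose, 20 µM compound, 1% DMSO; Times: compound stimulation 90 min at 25 °C, detection 60 min; Measured by: luminescent beta-gal fragment complementation, chemiluminescent substrate; Read-out: APJ–arrestin association signal; Controls: DMSO vs Apelin-13 10 nM.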
tim23-1 inh: tim23-1 yeast growth inhibition; S. cerevisiae tim23-1 growth, BacTiter-Glo luminescence, 24 h; inhibition, % at 20 µM; actives 1.3% (n = 330,000);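 active means growth inhibition of the mutant yeast at or above 50%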;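 further: temperature-sensitive mutant grown at 25 °C; plate controls were DMSO-treated mutant yeast for no effect and medium wells lacking yeast for full effect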
The depositor's hits bear a star; nt = not tested or not shown.

SMILES | NALP3 yeast inh | UPR XBP1 act | Mdm2-MdmX inh | TIM10 inh | UPR CHOP act | tim10-1 inh | GRIN3A LBD mod | APJ agonist | tim23-1 inh
Clc1ccccc1CSc1nnc(Cn2cnc3ccccc32)n1-c1ccccc1 | -8 | -3 | 13 | -8 | -0.9 | 29 | 0 | -5 | -3
COc1cc2c(cc1OC)CN(C(=O)CCNC(=O)c1ccc(Br)cc1)CC2 | 19 | -2 | 22 | -7 | -1.0 | 5 | 0 | -5 | 3
CC(C)C(=O)NCc1cc(-c2ccccc2)no1 | 10 | 2 | 11 | -18 | 1.6 | -15 | 0 | -1 | -7
CC(=O)c1cccc(NC(=O)C(C)OC(=O)c2cc(C)oc2C)c1 (stereo not drawn) | 6 | 4 | 22 | 15 | -0.1 | 14 | 1 | -4 | 15
CC(C)[C@H](NC(=O)N1c2ccccc2NC(=O)[C@@H]1C(C)C)C(=O)N1CCC(C(=O)O)CC1 | 3 | -3 | 18 | -2 | 1.6 | -7 | 0 | -1 | -6
CCCCNC(=O)CS(=O)Cc1nc(-c2cccc(C)c2)oc1C (stereo not drawn) | 8 | 1 | 17 | -3 | -0.2 | 12 | -1 | 3 | 7
COCC1CCN(C(=O)CCc2nnc(CCCCc3ccccc3)o2)CC1 | 8 | 1 | -25 | 12 | -1.0 | 23 | 0 | -2 | 11
CC(CC(=O)Nc1cc(C(F)(F)F)ccc1Cl)c1ccccc1 (stereo not drawn) | -18 | 2 | 9 | 30 | 0.0 | 25 | -3 | -5 | -5
Cc1nnc(NC(=O)c2nc(S(=O)(=O)Cc3ccccc3C)ncc2Cl)s1 | 7 | -8 | 95* | 29 | 26 | 33 | 1 | -1 | 27
CCCC(=O)N1CCN(c2nc3ccc(Cl)cc3s2)CC1 | 6 | -6 | -68 | 10 | 4.6 | -8 | 1 | 1 | 24
COc1ccc(-c2c(C)nn3c(Cl)c(C)c(C)nc23)cc1 | 23 | 4 | 8 | -3 | 0.5 | 39 | -2 | -1 | 33
CCN(CC)C(=O)c1sc(NC(=O)C(C)C)c(C#N)c1C | 9 | 1 | 7 | 10 | 1.5 | 5 | -4 | -2 | -7

Brought forward from above: three entries; new compounds follow.
SMILES | NALP3 yeast inh | UPR XBP1 act | Mdm2-MdmX inh | TIM10 inh | UPR CHOP act | tim10-1 inh | GRIN3A LBD mod | APJ agonist | tim23-1 inh
CCCC(=O)N1CCN(c2nc3ccc(Cl)cc3s2)CC1 | 6 | -6 | -68 | 10 | 4.6 | -8 | 1 | 1 | 24
COc1ccc(-c2c(C)nn3c(Cl)c(C)c(C)nc23)cc1 | 23 | 4 | 8 | -3 | 0.5 | 39 | -2 | -1 | 33
CCN(CC)C(=O)c1sc(NC(=O)C(C)C)c(C#N)c1C | 9 | 1 | 7 | 10 | 1.5 | 5 | -4 | -2 | -7
CCOC(=O)N1CCC(N2CCCC(C(=O)c3cccc(OC)c3)C2)CC1 (stereo not drawn) | 11 | 0 | 4 | -11 | -0.6 | -56 | 1 | -1 | -8
O=c1c2ccccc2nnn1Cc1ccc(F)cc1 | 5 | 0 | 13 | 9 | 1.9 | 5 | -3 | 1 | 2
CCC(C(=O)N1CC2(C)CC1CC(C)(C)C2)N1C(=O)c2ccccc2C1=O (stereo not drawn) | 2 | -3 | -3 | 17 | -2.0 | 27 | 0 | -1 | 29
Nc1c(C(=O)N2CCOCC2)sc2nc3c(cc12)CCC3 | -2 | 2 | -63 | -17 | 0.5 | -3 | 1 | -7 | 6
O=[N+]([O-])CC(=Nc1ccc(F)cc1)N/N=C\c1oc(O)c2ccccc12 | -11 | -2 | -1 | 15 | 0.3 | 10 | nt | -3 | 15
CCc1ccc(-n2cccc2/C=C2/C(=N)N3C(=NC2=O)SN=C3S(C)(=O)=O)cc1 | 14 | 0 | -13 | 13 | -2.7 | 24 | 3 | -3 | 17
CC1(C2CC2)NC(=O)N(CC(=O)N2CCN(c3ccccc3)CC2)C1=O (stereo not drawn) | 7 | -2 | 0 | 9 | 2.3 | 21 | 3 | -4 | 16
O=C(c1cccc([N+](=O)[O-])c1)N1CCc2ccccc21 | 7 | -2 | 15 | 1 | 1.5 | -1 | 0 | -1 | 3
COCCCN1C(=O)C(=O)/C(=C(/O)c2ccc(S(=O)(=O)N3CCCCC3)cc2)C1c1ccc(O)c(OC)c1 (stereo not drawn) | -8 | -3 | 1 | 0 | 0.1 | 16 | 0 | 3 | 13
COc1ccc(CCNC(=O)c2c(C)nn(-c3ccccc3)c2Cl)cc1OC | 16 | -3 | 6 | 15 | -0.2 | 32 | -2 | 3 | 37
CCOc1ccc(N(CC(=O)N2CCCCC2)S(=O)(=O)c2ccc(Cl)cc2)cc1 | 12 | -7 | 26 | 28 | 0.5 | 12 | -1 | -1 | 29
CCCN(CCC)C(=O)c1cc([N+](=O)[O-])cc2c1-c1ccc([N+](=O)[O-])cc1C2=C(C#N)C#N | 7 | -2 | 24 | 11 | 335* | 67* | -1 | 5 | 74*

Among those listed so far, two contain a cyano group.
SMILES | NALP3 yeast inh | UPR XBP1 act | Mdm2-MdmX inh | TIM10 inh | UPR CHOP act | tim10-1 inh | GRIN3A LBD mod | APJ agonist | tim23-1 inh
CCN(CC)C(=O)c1sc(NC(=O)C(C)C)c(C#N)c1C | 9 | 1 | 7 | 10 | 1.5 | 5 | -4 | -2 | -7
CCCN(CCC)C(=O)c1cc([N+](=O)[O-])cc2c1-c1ccc([N+](=O)[O-])cc1C2=C(C#N)C#N | 7 | -2 | 24 | 11 | 335* | 67* | -1 | 5 | 74*

Other records.
SMILES | NALP3 yeast inh | UPR XBP1 act | Mdm2-MdmX inh | TIM10 inh | UPR CHOP act | tim10-1 inh | GRIN3A LBD mod | APJ agonist | tim23-1 inh
CCOC(=O)c1[nH]c2c(c1C)C(=O)CC(c1ccc(N(C)C)cc1)C2 (stereo not drawn) | 33 | 2 | -21 | 3 | 1.7 | 18 | -4 | 2 | 25
Cc1cc(C(=O)CSc2nnc(-c3ccccc3)n2C)c(C)n1C | -17 | 0 | -17 | 9 | 0.9 | 15 | -3 | 2 | 21
CN(C)CC#Cc1cncc(C(=O)NNC(=O)Nc2ccc(Cl)cc2)c1 | 35 | -1 | -18 | 6 | 1.1 | -2 | 0 | -1 | 10
Cc1ccnc2nc(C(=O)OCC(=O)Nc3ccc4c(c3)OC(F)(F)O4)nn12 | -1 | -2 | 0 | 16 | -2.0 | 11 | 1 | 2 | 18
NC(=O)c1ccsc1NC(=O)c1ccc2c(c1)CCCC2 | 30 | 0 | -164 | 56* | 1.5 | 46* | -3 | -2 | 50
CCN(CC)C(=O)C1CCCN(C(=S)Nc2cccc3ccccc23)C1 (stereo not drawn) | 21 | 1 | 16 | 10 | 1.2 | 20 | -3 | 4 | 26
CN(C)C(=O)C1(c2ccccc2)CCN(S(=O)(=O)c2ccccc2)CC1 | 20 | -4 | 4 | -9 | -0.5 | 25 | 1 | -2 | 25
CN(CC(=O)Nc1cccc(F)c1)CC(=O)Nc1cccc(S(=O)(=O)N2CCCCCC2)c1 | 10 | -3 | 25 | -2 | 0.7 | -1 | -2 | -3 | 15
N#Cc1ccc(/C=C(\C(=O)C(=O)O)c2ccc3ccccc3n2)cc1 | -5 | -2 | -202 | 1 | 5.3 | 0 | 0 | -6 | 2
NS(=O)(=O)c1ccc(CNS(=O)(=O)c2cc(C(=O)O)ccc2Cl)cc1 | 7 | 1 | -6 | 6 | 0.1 | 8 | 0 | -2 | 6
CCC(c1ccccc1)c1nc(-c2ccccn2)no1 (stereo not drawn) | 7 | -4 | -3 | -9 | -0.1 | 13 | -1 | -4 | 5
O=C(OCCOCCN=C1NS(=O)(=O)c2ccccc21)c1ccncc1 | 0 | 4 | 12 | -3 | -1.4 | -5 | -3 | -4 | -5
Cc1cccc(NC(=O)CSc2nnc([C@@H]3CCCN3C(=O)OC(C)(C)C)o2)c1C | 5 | -1 | 11 | 9 | 1.6 | 20 | -1 | -3 | 29
OC1CCC(NC(=S)Nc2ccc(SC(F)F)cc2)CC1 (stereo not drawn) | 11 | 8 | -31 | 10 | 3.2 | 19 | -9 | -4 | 18
Cc1csc(C(=O)O)c1NC(=O)c1cccc([N+](=O)[O-])c1 | 8 | -3 | 21 | -1 | -0.9 | -1 | -3 | -3 | 4
Cc1cc(NC(=O)CS(=O)(=O)c2cn(Cc3cccc(F)c3)c3ccccc23)no1 | 14 | 0 | 25 | 12 | -1.9 | 24 | 0 | -2 | 12
COc1ccc(Cl)cc1NCC(=O)Nc1ccc(OC)c(S(=O)(=O)N2CCCCC2)c1 | 18 | -3 | 7 | -24 | 4.2 | -11 | -4 | -1 | -8
CCCNC(=O)CN(c1ccccc1)S(=O)(=O)c1ccc(OC)c(OC)c1 | 3 | 0 | 14 | -12 | -0.4 | 16 | 0 | 0 | 2
COc1cc([N+](=O)[O-])cc(/C=N/NC(=O)C(O)(c2ccccc2)c2ccccc2)c1O | 24 | 0 | 27 | -3 | -0.1 | 11 | -6 | -7 | 36
CCCCCCCCCCSc1n[nH]c(NC(C)=O)n1 | 10 | -2 | 25 | -12 | 0.6 | -2 | -14 | -3 | -4
CCn1c(=O)cc(SCC(=O)N(C)Cc2ccccc2)c2ccccc21 | 8 | 2 | 51* | 5 | 2.9 | 16 | -1 | -1 | 4
COc1ccc(S(=O)(=O)N/N=C(/C)c2cccc(NC(=O)c3ccccc3Cl)c2)cc1 | 9 | -5 | -2 | 3 | 0.8 | 6 | -11 | -1 | 25
C=CCn1c(N)cc(=O)nc1SCC(=O)Nc1ccc(C(=O)OCC)cc1 | 8 | 6 | 0 | 0 | -0.3 | -8 | 0 | -2 | 4
O=C(C[C@H]1C(=O)N(CCc2ccccc2)C[C@@H]1Cc1ccccc1)Nc1ccccc1 | 1 | -5 | 8 | 1 | 1.2 | 29 | -19 | -6 | 28
O=C(NC1CC1)c1cc(=O)c2ccccc2o1 | 1 | -3 | 3 | 0 | 2.0 | 8 | 0 | -3 | 10
Cn1c(C(=O)OC(C(=O)NC2CCCCC2)c2ccccn2)cc2sccc21 (stereo not drawn) | 7 | -2 | 9 | 10 | 1.5 | 40* | -2 | 0 | 32
COc1ccccc1C(=O)Oc1ccc2c(c1)O/C(=C\c1ccncc1)C2=O | 17 | -1 | 36 | 26 | 1.3 | 18 | -2 | 0 | 42
O=C(CCCc1nc2ccccc2s1)NC1CCOC1=O (stereo not drawn) | 14 | 1 | 1 | 4 | -0.9 | 9 | 2 | -1 | 2
O=C(NC(=S)N1CCc2ccccc21)c1ccc(Br)o1 | 9 | -1 | 20 | 67* | 0.5 | 62* | 0 | -1 | 64*
COc1ccc2ccccc2c1CN1CCN(C(=O)c2ccccc2)CC1 | 7 | -4 | 12 | -1 | -0.1 | 16 | -2 | -1 | 41
C1=C(CCNCC2CC2)CCCC1 | 0 | 1 | 6 | -7 | 0.8 | 7 | 0 | 0 | 21
Cc1cc(Cl)ccc1NC(=S)NCCCN1CCCC1=O | 11 | 0 | -4 | 18 | 0.6 | 14 | -1 | -1 | 13

Rows are unselected. Share with any hit: about 8.2%.
